# A3G deaminase: blocks human APOBEC3G single-stranded DNA deamination; Q9HC16; inhibition, % at 20 µM; recombinant A3G, ssDNA deamination FAM/TAMRA fluorescence; 330,000 compounds, 0.28% hits; AID 493012;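 active means inhibition of at least 40% at 20 µM, with no more than 30% in the related APOBEC3A deaminase screen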;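 further: plate controls were DMSO wells with A3G for no effect and wells lacking A3G enzyme for full effect; some compounds called inactive have numbers as strong as hits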
# A3A deaminase: blocks human APOBEC3A ssDNA deamination; P31941; inhibition, % at 20 µM; 330,000 compounds, 0.41% hits; AID 493011; recombinant A3A, FAM/TAMRA ssDNA deamination fluorescence;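 active means at least 40% inhibition at 20 µM here, with at most 30% in a related deaminase screen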;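 further: plate controls were A3A with DMSO for no effect and wells lacking A3A enzyme for full effect; some results filed as inactive read as strong as hits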
# Target sequence (P31941 whole entry, looked up): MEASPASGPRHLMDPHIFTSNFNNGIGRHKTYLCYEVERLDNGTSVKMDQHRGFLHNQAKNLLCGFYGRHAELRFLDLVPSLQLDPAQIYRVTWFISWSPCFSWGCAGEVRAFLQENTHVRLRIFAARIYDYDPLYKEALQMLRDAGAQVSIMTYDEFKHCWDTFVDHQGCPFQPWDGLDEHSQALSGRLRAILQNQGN
# SENP1 FRET inh: SENP1 (human) catalytic domain inhibition. 360,000 compounds, 0.21% hits. Q9P0U3. recombinant SENP1 catalytic domain, CyPet-SUMO1-YPet FRET cleavage. inhibition, % at 10 µM;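 active means inhibition at least 30% at 10 µM, raw YFP signal under a set limit, fluorescence ratio 0.5 to 1.5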;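 further: 0% = enzyme with DMSO and 100% = no enzyme wells; some results filed as inactive read as strong as hits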
# Target sequence (Q9P0U3 419-644 limits assumed): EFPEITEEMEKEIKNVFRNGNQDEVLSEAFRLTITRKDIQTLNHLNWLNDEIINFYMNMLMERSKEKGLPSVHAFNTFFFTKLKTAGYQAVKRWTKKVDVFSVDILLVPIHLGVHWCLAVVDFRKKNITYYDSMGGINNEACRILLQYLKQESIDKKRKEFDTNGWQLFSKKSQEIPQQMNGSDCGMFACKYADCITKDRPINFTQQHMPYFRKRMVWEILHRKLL
#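 Material: hSENP1 catalytic domain, recombinant; medium: Tris pH 8 with BME, BSA, NP40 and catalase; compound: single concentration of 10 µM compound, 0.5% DMSO final; technique: FRET read of cyan and yellow fluorescence; timing: 50 min enzyme reaction, room temperature, light-protected; reagent: SFCypet-SUMO1-SFYpet substrate at 25 nM; control set: no-enzyme low, enzyme-DMSO high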
# NLRP3 yeast inh: NALP3 inhibition in yeast; Yeast reconstituted NLRP3/ASC/caspase-1, beta-gal luminescence, 24 h; inhibition, % at 10 µM; 330,000 compounds, 0.39% hits; AID 2825;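 active means inhibition of 50% or more; inactive means inhibition below 50%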;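 further: plate controls were induced DMSO wells for no effect and uninduced yeast grown without galactose for full effect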
# hIAP inh: human IAP inhibition. P09923. purified IAP, CDP-Star luminescence, 30 min. inhibition, % at 10 µM. 330,000 compounds, 0.12% hits;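 active means inhibition reaching a set limit with compound at 10 µM in the primary screen, cut at about 35% in these data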;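 further: plate controls were DMSO wells with enzyme for no effect and no-enzyme buffer wells for full effect; values of inactives mirror those of a sister screen read the other way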
# Target sequence (P09923 whole entry, looked up): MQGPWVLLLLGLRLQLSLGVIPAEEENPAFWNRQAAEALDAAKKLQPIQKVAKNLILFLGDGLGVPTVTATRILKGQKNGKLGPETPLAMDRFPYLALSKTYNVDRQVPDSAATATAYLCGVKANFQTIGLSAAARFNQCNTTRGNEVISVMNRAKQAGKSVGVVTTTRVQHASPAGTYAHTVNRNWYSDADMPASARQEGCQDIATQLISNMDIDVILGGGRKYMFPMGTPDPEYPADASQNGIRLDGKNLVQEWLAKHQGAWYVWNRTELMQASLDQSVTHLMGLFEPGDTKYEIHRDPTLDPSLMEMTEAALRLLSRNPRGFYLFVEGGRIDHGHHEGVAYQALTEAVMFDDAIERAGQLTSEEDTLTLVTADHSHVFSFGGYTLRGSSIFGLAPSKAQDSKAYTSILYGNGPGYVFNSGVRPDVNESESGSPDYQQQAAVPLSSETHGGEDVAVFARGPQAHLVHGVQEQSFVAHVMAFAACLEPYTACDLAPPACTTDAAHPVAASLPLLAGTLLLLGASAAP
# mIAP inh: blocks mouse intestinal alkaline phosphatase; 330,000 compounds, 0.2% hits; inhibition, % at 10 µM; purified mouse IAP, CDP-Star luminescence, 30 min;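 active means inhibition of at least 40% at 10 µM in the primary screen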;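 further: plate controls were DMSO with enzyme for no effect and no enzyme wells for full effect; values of inactives mirror those of a sister screen read the other way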
# hIAP activ: increases human intestinal alkaline phosphatase activity; purified human IAP, CDP-Star luminescence, 30 min; active compounds read high; 1 = vehicle-only enzyme, 0 = enzyme-free background; 330,000 compounds, 0.16% hits; P09923; activation factor at 10 µM;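 active means activation factor of the enzyme at least 2-fold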; further: the source names both 10 and 20 µM as test concentration; values of inactives mirror those of a sister screen read the other way
# mIAP act: mouse IAP activation. muIAP, CDP-Star luminescence, 30 min; active compounds read high; 1 = vehicle-only enzyme signal, 0 = enzyme-free wells. activation factor at 10 µM. 330,000 compounds, 0.24% hits;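 active means activation factor of at least 2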; further: the source names both 10 and 20 µM as test concentration; values of inactives mirror those of a sister screen read the other way
#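 Assay system: mouse IAP enzyme; Reagent: CDP-Star chemiluminescent phosphatase substrate; Compound: DMSO-dissolved test compounds; Incubation: 30 min, room temperature; Technique: luminescence from enzymatic CDP-Star hydrolysis; Controls: DMSO-only wells and no-enzyme negative control.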
# MIN6 prolif: inducers of beta-cell replication in MIN6 cells. MIN6 cells proliferation, ATPlite luminescence, 48 h; cells starved in 0.2% serum; 100% = growth in 10% serum. proliferation, % at 10 µM. 330,000 compounds, 0.29% hits. AID 2380;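 active means compounds whose signal lies at least 3.5 SD above the mean of all wells on their plate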;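 further: 0% = DMSO-treated cells in low-serum medium and 100% = 10% serum control; some compounds called inactive have numbers as strong as hits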
# * = called active by the depositor; . = no result given.
SMILES,A3G deaminase,A3A deaminase,SENP1 FRET inh,NLRP3 yeast inh,hIAP inh,mIAP inh,hIAP activ,mIAP act,MIN6 prolif
CCOC(=O)N1CCC(NC(=O)C2CCCN(C(=O)N3CCOc4ccccc43)C2)CC1 (configuration not stated),-5.7,54.0*,1.2,8.2,-4.8,0.3,1.05,0.997,-0.7
COc1ccc(OC)c(/C=C2\SC(=S)N(NS(=O)(=O)c3ccc(C)cc3)C2=O)c1,-6.2,-2.4,16.7,11.9,1.0,23.7,0.989,0.763,-5.6
CCOc1ccc2c(c1)sc(=NC(=O)C1CC1)n2C,-2.1,-5.6,2.9,27.6,-13.1,3.3,1.13,0.967,-3.8
CS(=O)(=O)N(CC(=O)N1CCc2ccccc2C1)c1ccc2c(c1)OCO2,-3.0,0.9,0.6,1.1,1.1,7.0,0.99,0.93,-1.9
CC1=NN(C(=O)COc2ccccc2C)C(O)(c2ccc(Cl)cc2)C1 (configuration not stated),-12.6,-1.2,-0.2,16.3,-18.5,15.3,1.19,0.847,0.0
CC(C)CCNS(=O)(=O)c1cc2c3c(c1)CCN3C(=O)CC2,-4.6,-3.8,0.8,5.8,-7.3,3.8,1.07,0.962,3.0
CNc1nc(N)c([N+](=O)[O-])c(N2CCCCCC2)n1,4.8,5.2,0.6,21.5,14.0,5.3,0.86,0.947,-2.5
CN(Cc1ccccc1)S(=O)(=O)c1ccc(Cl)c(C(=O)N2CCC(C(N)=O)CC2)c1,-2.4,-0.4,1.3,-7.4,3.7,5.0,0.963,0.95,-2.6
Oc1ccc(/C=N/Nc2ccc3ccccc3c2)c(O)c1,3.0,-4.6,-94.2,0.9,8.4,13.1,0.916,0.869,-6.1
O=C(CNC(=O)c1cccnc1)N/N=C/c1cc(Br)c(O)c(Br)c1,-7.9,-6.0,1.4,16.2,18.4,-2.2,0.816,1.02,-3.2
O=C(CN1CCCC1c1cccs1)N1CCN(S(=O)(=O)c2ccccc2)CC1 (configuration not stated),-2.7,0.4,-1.7,18.2,3.7,-5.0,0.963,1.05,2.8
CN(C)S(=O)(=O)c1cccc(-c2cn3cccnc3n2)c1,-4.0,0.1,-0.5,-5.3,14.7,-2.6,0.853,1.03,1.4
Cc1nc(SCC(=O)NC2CCCCC2C)nc(C)c1C (configuration not stated),-5.3,-1.7,-0.7,11.8,4.9,-1.5,0.951,1.01,0.4
CCNS(=O)(=O)c1ccc(CCC(=O)Nc2ccccc2)cc1,-5.7,-0.2,1.2,2.3,7.1,1.3,0.929,0.987,0.1
O=C(N/N=C/c1ccc([N+](=O)[O-])cc1)c1c[nH]c2ccccc12,-7.7,-1.4,1.0,8.3,-5.1,-2.0,1.05,1.02,-3.8
Cc1cc(C)n2nc(C(=O)N3CCCC(N4CCN(c5ccccc5C)CC4)C3)cc2n1 (configuration not stated),-1.4,3.5,-7.5,16.3,-3.5,-10.6,1.03,1.11,-4.9
COC(=O)c1cc(NC(=O)CN(c2cccc(OC)c2)S(=O)(=O)c2ccccc2)ccc1Cl,-5.4,-2.3,2.2,-7.7,-17.1,-44.6,1.17,1.45,-4.2
COc1ccc(N=Cc2c(O)n(-c3ccc(OC)cc3)c(=O)c3ccccc23)cc1,-5.0,-1.9,-30.4,6.6,11.1,-0.6,0.889,1.01,0.5
Cc1cccc2c(C(=O)O)cc(-c3cccnc3)nc12,-6.2,-2.5,-0.4,5.7,5.1,2.6,0.949,0.974,-2.2
CC(CC(=O)Nc1ccc(Br)cc1F)S(=O)(=O)c1ccc2c(c1)NC(=O)CO2 (configuration not stated),-6.7,-2.7,-0.4,14.7,-13.9,4.7,1.14,0.953,-0.5
CCOC(=O)N1CCC(N2CCCC(C(=O)c3cccc(OC(C)C)c3)C2)CC1 (configuration not stated),2.2,4.4,0.2,17.1,-3.0,2.6,1.03,0.974,-0.8
O=C(O)Cn1c(=O)c2c3c(sc2n(Cc2ccc(F)cc2)c1=O)CCCC3,-2.4,1.1,2.9,-2.1,5.8,1.3,0.942,0.987,-3.9
O=C1C2C(C(=O)N1c1ccc3c(c1)OCO3)C1C=CC2C12CC2 (configuration not stated),0.6,0.6,2.6,-6.9,-11.5,5.3,1.11,0.947,-3.3
CC(CNC(=O)c1cccs1)c1ccc([N+](=O)[O-])cc1 (configuration not stated),-7.4,-3.9,2.8,16.9,15.9,5.6,0.841,0.944,-4.3
Cc1cccc(-n2c(N)cc(=O)nc2SCC(=O)Nc2nnc(CC(C)C)s2)c1,-3.6,-5.2,.,6.2,8.7,1.7,0.913,0.983,0.5
CCOc1cc(C(=O)Oc2cc(C)[nH]c(=O)c2[N+](=O)[O-])cc(OCC)c1OCC,-8.0,-4.3,1.4,19.5,33.7,3.8,0.663,0.962,1.9
COCCNC(=O)c1cc2c(s1)-c1ccc(Cl)cc1SC2,3.5,0.6,-10.9,23.1,5.8,7.3,0.942,0.927,-0.5
Cc1cc(C)nc(N/N=C/c2ccccc2OCC(=O)O)n1,-8.2,0.5,-1.0,-4.5,-21.4,-5.4,1.21,1.05,-2.3
Cn1c(CCNC(=O)c2cccs2)n[nH]c1=S,-3.6,-2.0,1.4,18.3,1.0,-7.9,0.99,1.08,0.0
N/C(=N\OC(=O)Oc1ccccc1)c1ccc(Br)cc1,-4.2,-9.9,-1.4,12.5,-15.0,-9.2,1.15,1.09,-2.6
O=C1CC2(CCOCC2)Oc2ccc3ccccc3c21,-5.8,-2.2,0.1,6.6,15.0,8.3,0.85,0.917,-0.5
CCn1c(CNC(=O)C2CCCCC2)cc2ccccc21,-10.1,-4.8,1.6,37.4,-11.0,-5.3,1.11,1.05,-2.1
CCOC(=O)n1c(=O)oc2cc(S(=O)(=O)N3CCOCC3)ccc21,-4.6,-1.5,1.4,-0.1,5.9,5.7,0.941,0.943,4.9
O=C(CCC(=O)OCc1ccc([N+](=O)[O-])cc1)Nc1ccccc1Cl,2.5,1.0,-3.5,14.3,7.3,-6.0,0.927,1.06,-2.1
C=CCSc1nc2c(c(=O)[nH]c(=O)n2C)n1C/C=C(/C)Cl,-4.2,-2.5,2.9,10.1,13.7,1.3,0.863,0.987,6.7*
O=C1CC(c2ccccc2Oc2cccc(Cl)c2)C(n2cncn2)C(=O)C1C1NCCc2ccccc21 (configuration not stated),-4.3,2.8,-2.9,-5.5,1.4,14.6,0.986,0.854,-1.5
CC(C)NC(=O)COc1cccc2ccccc12,-9.0,-0.2,-1.6,16.4,1.4,-15.3,0.986,1.15,-3.2
CCN(CC)C(=O)C12CC3CC(CC(Cl)(C3)C1)C2,-5.8,7.2,3.5,6.6,-4.4,-6.4,1.04,1.06,2.4
Cc1[nH]c2ccc(C(=O)NCCCN3CCCC3)cc2c1C,-4.3,-7.9,-9.6,6.6,-5.6,1.0,1.06,0.99,3.0
CCN1CCN(C(=O)c2ccccc2NC(=O)c2ccc(Cl)cc2)CC1,-6.8,-3.2,1.2,12.3,-29.3,4.2,1.29,0.958,1.2
O=C(/C=C/c1cccc(F)c1)NCCCn1ccnc1,-3.0,0.8,0.9,3.1,-6.9,1.7,1.07,0.983,-1.2
O=C1NC(c2cccc(Br)c2)=N/C1=C\c1ccco1,-0.7,1.3,-36.5,6.5,2.7,22.0,0.973,0.78,-3.2
CN(CC(=O)Nc1ccccc1Br)C(=O)c1cccnc1Nc1cccc(C(F)(F)F)c1,1.8,-4.9,1.5,10.9,6.6,2.5,0.934,0.975,-6.2
CCNc1nnc(-c2ccccc2OC)s1,-5.7,-2.8,.,28.4,13.4,3.1,0.866,0.969,-0.7
NC(=S)n1[nH]c(-c2ccc([N+](=O)[O-])cc2)c(N=Nc2cccc(Cl)c2)c1=O,-5.4,0.2,2.9,39.7,-35.9,15.5,1.36,0.845,-5.3
CC(CCc1ccccc1)NC(=O)CN1CCN(c2ccccc2)CC1 (configuration not stated),-2.8,16.1,1.1,34.8,-23.9,-55.6,1.24,1.56,-4.7
O=C(NCc1ccco1)c1ccc(COc2ccccc2Cl)cc1,7.5,5.3,1.3,21.9,-25.7,6.0,1.26,0.94,-1.3
Cc1cc(C)cc(OCC(=O)N(Cc2ccc(N(C)C)cc2)C2CCS(=O)(=O)C2)c1 (configuration not stated),0.3,-1.2,-1.0,7.6,23.2,-1.1,0.768,1.01,-2.7
CCOC(=O)N1CCN(S(=O)(=O)c2ccc(C)c(C)c2C)CC1,-8.0,-3.8,3.4,28.3,-1.9,0.4,1.02,0.996,0.2
CCOC(=O)C1CCCN(C(=O)c2cccc(NC(=O)C(CC)CC)c2)C1 (configuration not stated),-1.2,-1.5,-0.3,14.2,-0.7,-17.8,1.01,1.18,0.8
CCN(CC)C(=O)Cn1cc(C(=O)C(=O)NCC2COc3ccccc3O2)c2ccccc21 (configuration not stated),-5.2,-3.5,-0.9,6.9,-3.1,9.2,1.03,0.908,1.5
COc1cccc(Nc2nc(-c3cccc(N4C(=O)c5ccccc5C4=O)c3)cs2)c1,-1.2,0.5,-1.3,13.5,-6.1,8.8,1.06,0.912,-3.8
CCN(C(C)=O)c1ccc(Oc2nc(OC)cc(OC)n2)cc1,-5.5,-4.1,-0.6,-12.4,9.0,6.3,0.91,0.937,-2.4
CCC1(C)Cc2nc3[nH]c(=S)n(-c4ccccc4C)c(=O)c3cc2CO1 (configuration not stated),-4.6,-2.1,0.6,-20.0,-18.8,7.3,1.19,0.927,-1.8
O=C(CSc1ccc(-c2ccncc2)nn1)c1ccc(Cl)cc1,-7.3,-2.0,2.7,-1.9,-16.9,0.0,1.17,1,-1.1
CCOc1ccc(S(=O)(=O)NCCC(=O)NCC2(N3CCCCC3)CCCCC2)cc1,-0.8,4.9,-1.1,30.3,0.2,-3.9,0.998,1.04,-1.5
Nc1ccc(C(=O)c2cccs2)cc1[N+](=O)[O-],-13.0,-6.7,-0.3,42.1,1.6,-4.6,0.984,1.05,0.5
COC(=O)c1ccc(C)c(NS(=O)(=O)c2ccc(OC)c(OC)c2)c1,-0.7,1.2,4.1,11.6,2.5,-2.8,0.975,1.03,-0.1
COc1cc(/C=C(\C#N)c2nc3ccccc3[nH]2)ccc1OC(=O)c1ccco1,-16.4,-3.5,-28.0,32.4,1.7,12.9,0.983,0.871,0.0
O=C(NCc1cccs1)C(=O)c1cn(CC(=O)N2CCCC2)c2ccccc12,-7.0,-2.1,-0.3,-7.8,-0.9,2.0,1.01,0.98,-2.3
O=C(Nc1cc(Cl)ccc1N1CCOCC1)c1ccc(N2CCCC2=O)cc1,-8.2,-3.4,0.4,20.2,-2.3,2.9,1.02,0.971,0.9
CN1CCc2c(sc3nc(SCC(=O)N4CCCCC4)n(-c4ccccc4)c(=O)c23)C1,-3.6,-1.8,-81.3,3.4,-15.7,-2.8,1.16,1.03,-2.0

# Bioassay records: PubChem BioAssay, Sanford-Burnham Center for Chemical Genomics

# This is a subset; rates above refer to the full screens.
